# Screening results: PubChem, National Center for Advancing Translational Sciences (NCATS)
# GALK inh: blocks human galactokinase activity. Potency, µM (doses to about 57.5 µM), for inactives: at the highest dose activity change, negative = inhibition, most hits filed as inhibitors. P51570. 270,000 compounds, 0.007% hits. AID 1868. Purified GALK, Kinase-Glo residual ATP luminescence; further: potency means the concentration at half of the fitted maximal effect; on the % scale 0 is the no-effect control and ±100 the full control effect
#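 Quantitative HTS: GALK 5 nM, ATP 35 uM, galactose 100 uM, 1 h room temperature, then luciferase-based ATP detection.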
# Giardia kill: kills Giardia lamblia; AID 540267; 340,000 compounds, 0.15% hits; Giardia lamblia trophozoite viability; activity change, % at 7.66 µM, hits read low; in the data active means activity change below about -80%; inconclusive means between about -30% and that limit;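 further: parasites exposed to compound for two days anaerobically before the ATP read; on the % scale 0 is the no-effect control and ±100 the full control effect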
#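 Luminescence from cellular ATP indicates surviving trophozoites (100 cells/well) following 48 hrs anaerobic compound treatment at 37 deg C; signal develops 15-30 min at room temperature.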
# PKM2 activator: increases activity of human pyruvate kinase M2; purified PKM2, Kinase-Glo ATP luminescence, activation; response scale: 0% is enzyme alone, no compound; Potency, µM (doses to about 57.5 µM), without a hit: at the highest dose activation, usual class: activators; 260,000 compounds, 0.34% hits; further: potency means the concentration at half of the fitted maximal effect; on the % scale 0 is the no-effect control and ±100 the full control effect; nearly all actives have a fitted effect of over 55% in size
#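 Purified hPK-M2 (>95%) run at intermediate activity with 0.1 mM ADP and 0.5 mM PEP in 50 mM imidazole pH 7.2, KCl, MgCl2; 1 h room temperature. ATP formed read by Kinase-Glo luminescence; normalized to uninhibited and no-enzyme controls.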
# KCNH2 3.1 block: KCNH2 3.1 (human) potassium channel inhibition | 340,000 compounds, 0.95% hits | U2OS KCNH2 3.1, thallium flux FluxOr; hits give low values | AID 720553 | activity change, % (tested at about 1.8 µM);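 active means maximum activity change below -70%; inconclusive means maximum activity change from -70% to -50%; inactive means maximum activity change above -50%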;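 further: thallium influx rate constant from kinetic fluorescence after stimulation buffer; on the % scale 0 is the no-effect control and ±100 the full control effect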
#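 Thallium flux via FluxOr fluorescence (Red40 quencher, 45 min loading) in U2OS cells virally expressing the KCNH2 3.1 isoform (1.77 x 10^8 /mL virus, overnight at 37 C). Rate constants from 2-min kinetic reads post-stimulation, normalised to positive and negative controls.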
# B2AR arrestin: agonists driving beta-arrestin recruitment to human beta2-adrenergic receptor; P07550; Potency, µM (series often up to 46.1 µM), without a hit: at the highest dose activation, usual class: activators; 330,000 compounds, 0.02% hits; AID 492947; beta-arrestin recruitment to beta2AR, cell-based reporter;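 further: potency means the concentration at half of the fitted maximal effect; 0% = DMSO controls and full agonism = EC100 isoproterenol or metaproterenol; nearly all actives have a fitted effect of over 65% in size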
# TRPV1 agonist: activates the human vanilloid receptor TRPV1; TRPV1-expressing cells, Fluo-8 calcium influx, agonist mode; 320,000 compounds, 0.19% hits; AID 540275; activation, % at 8.33 µM; in the data active means activation above about 80%; inconclusive means between about 30% and that limit; further: 0% is about no effect
#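 Cells expressing TRPV1 were dye-loaded with Fluo-8 and read kinetically: 10 s baseline, 3 min after compound (agonist portion), then 2 min after EC20 capsaicin (allosteric enhancer portion). Calcium-bound dye fluorescence at 480/520 nm.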
# CXXC DNA block: inhibitors of human MLL CXXC domain-DNA interaction | MLL-CXXC / FITC-HOXA9 DNA fluorescence polarization | Potency, µM (series often up to 115 µM), without a hit: at the top dose activity change, negative = inhibition, usual class: inhibitors | 290,000 compounds, 0.037% hits; active means well fitted inhibition curve with a large enough effect in the polarisation, with a control signal flat, not every such curve was filed as active; inconclusive means small, poorly fitted or top-dose-only effect, or effect the other way, or a change in a side signal; inactive means no such curve, though single readings can be large or run the other way; the % refers to the polarisation; further: potency means the concentration at half of the fitted maximal effect
#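 Fluorescence polarization: 7 uM MLL-CXXC (stock) preincubated 5 min with compounds, then 50 nM fluorescein-HOX-A9 DNA (stock) added; 30 min ambient. Buffer 50 mM Tris-HCl pH 7.5, 50 mM NaCl, 1 mM DTT, 0.05% BSA.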
# KCNH2 WT inh: blocks the wildtype human KCNH2 potassium channel; 340,000 compounds, 0.37% hits; activity change, % at 1.84 µM; Q12809; U2OS, BacMam KCNH2, thallium flux FluxOr; hits give low values;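 active means maximum activity change below -70%; inconclusive means maximum activity change between -70% and -50%; inactive means maximum activity change above -50%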; further: on the % scale 0 is the no-effect control and ±100 the full control effect
# Target sequence (Q12809 whole entry, looked up): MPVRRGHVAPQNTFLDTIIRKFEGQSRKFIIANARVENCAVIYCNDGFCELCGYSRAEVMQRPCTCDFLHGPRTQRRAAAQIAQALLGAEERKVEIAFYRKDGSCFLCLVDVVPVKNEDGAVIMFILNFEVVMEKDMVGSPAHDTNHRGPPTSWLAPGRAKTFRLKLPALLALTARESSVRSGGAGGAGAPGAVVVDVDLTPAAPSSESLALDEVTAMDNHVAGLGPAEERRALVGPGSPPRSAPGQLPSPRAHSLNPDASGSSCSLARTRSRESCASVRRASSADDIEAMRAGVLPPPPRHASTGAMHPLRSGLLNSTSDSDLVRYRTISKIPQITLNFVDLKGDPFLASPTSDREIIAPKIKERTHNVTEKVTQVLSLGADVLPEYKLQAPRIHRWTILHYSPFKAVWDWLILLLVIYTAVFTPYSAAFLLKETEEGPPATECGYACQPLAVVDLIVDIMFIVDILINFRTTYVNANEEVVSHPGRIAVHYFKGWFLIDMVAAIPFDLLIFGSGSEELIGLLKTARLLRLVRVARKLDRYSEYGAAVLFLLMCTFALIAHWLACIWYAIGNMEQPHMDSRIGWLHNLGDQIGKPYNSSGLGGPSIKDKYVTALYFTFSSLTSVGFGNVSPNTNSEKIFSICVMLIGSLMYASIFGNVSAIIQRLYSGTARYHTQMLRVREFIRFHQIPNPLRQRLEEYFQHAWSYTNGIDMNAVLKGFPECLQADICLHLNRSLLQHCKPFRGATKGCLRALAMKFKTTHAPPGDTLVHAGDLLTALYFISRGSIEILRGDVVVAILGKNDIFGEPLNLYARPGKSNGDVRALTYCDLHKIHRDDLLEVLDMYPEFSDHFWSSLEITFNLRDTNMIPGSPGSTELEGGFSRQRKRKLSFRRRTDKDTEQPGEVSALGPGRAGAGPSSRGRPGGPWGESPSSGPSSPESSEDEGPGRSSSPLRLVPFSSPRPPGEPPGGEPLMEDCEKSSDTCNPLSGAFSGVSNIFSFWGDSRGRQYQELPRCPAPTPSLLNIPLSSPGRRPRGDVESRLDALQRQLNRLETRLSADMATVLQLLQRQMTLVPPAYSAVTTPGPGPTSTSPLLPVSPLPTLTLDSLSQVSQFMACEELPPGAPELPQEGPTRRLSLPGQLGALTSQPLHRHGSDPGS
#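 U2OS cells transduced with wild-type KCNH2 virus are loaded with FluxOr dye for 45 min, and thallium flux is measured in kinetic reads before and after stimulation buffer. Rate constants are normalized to DMSO controls.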
# USP2a block: inhibitors of human ubiquitin-specific protease USP2a; USP2 core, Ub-CHOP2 coupled fluorogenic reporter, 485/531; Potency, µM (titrated, usually from 38.3 µM), without a hit: top-dose activity change, negative = inhibition, actives largely listed as inhibitors; 330,000 compounds, 0.01% hits; AID 463254;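 further: potency means the concentration at half of the fitted maximal effect; plate controls were DMSO wells for no effect and full inhibition by NEM control for full effect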
#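 Deubiquitinase activity read as fluorescence (485/531 nm) after Ub-CHOP2 cleavage activates the enterokinase reporter on its substrate; USP2 core 10nM, Ub-CHOP2 and substrate 25nM each, 30min compound preincubation then 60min RT; data normalized to NEM, curves fitted.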
# Menin MLL FP TR: menin-MLL binding inhibition, Texas Red mutant peptide; O00255; Menin + Texas Red MLL mutant peptide, fluorescence polarization; Potency, µM (top dose mostly 61.6 µM), for the others: at the top dose FP activity change, negative = inhibition, hits mostly inhibitors; 270,000 compounds, 0.23% hits; AID 1768; active means well fitted inhibition curve with a large enough effect in the polarisation, with a control signal flat, not every such curve was filed as active; inconclusive means small, poorly fitted or top-dose-only effect, or effect the other way, or a change in a side signal; inactive means no such curve, though single readings can be large or run the other way; the % refers to the polarisation; further: potency means the concentration at half of the fitted maximal effect; % of control where 0% means no effect; many of its hits are not listed in these tables
# Coupling enz: counter-screen for Giardia aldolase inhibitors: coupling enzyme system. coupling enzyme system counterscreen, AmpLite Red fluorescence. activity change, negative = inhibition, % at 58.2 µM, hits read low. 290,000 compounds, 0.67% hits. AID 2472; in the data active means activity change below about -30%; further: on the % scale 0 is the no-effect control and ±100 the full control effect
#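 Final compound at 57.5 uM, incubated 10 min at RT with coupling enzyme reagent (glyceraldehyde-3-phosphate), then 20 min with substrate and AmpLite Red detection. Fluorescence read at 525/598 nm; tests interference with the coupling assay, not aldolase inhibition.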
# The depositor's hits bear a star; ? = inconclusive; nt = no result given; [ ] = another dose, or the depositor's remark. Unless noted, the call rests on the fitted dose curve; in most records, active means well fitted curve in the direction sought with a large enough effect; inconclusive means small, poorly fitted or top-dose-only effect, or another doubt; inactive means no such curve, though single readings can be large; an effect the other way counts as inactive or inconclusive.
SMILES,GALK inh,Giardia kill,PKM2 activator,KCNH2 3.1 block,B2AR arrestin,TRPV1 agonist,CXXC DNA block,KCNH2 WT inh,USP2a block,Menin MLL FP TR,Coupling enz
COCCNC(=O)CN1C(=O)CC(C)(C)S(=O)(=O)c2ccccc21,3%,-7,-2%,5,0.0%,1,10%,10,3%,-1%,2
O=C(NCc1ccc2[nH]c3c(c2c1)CCCC3)c1ccc(S(=O)(=O)N2CCCCC2)cc1,nt,-8,3%,19,-0.5%,-1,19%,-8,-2%,23%,0
COc1cccc(C(=O)NN2C(=O)C3C4C=CC(O4)C3C2=O)c1 (stereo not given),-2%,-7,?,11,0.2%,0,-5%,3,0%,3%,2
CC(C)n1cc(CN2CCC(n3nccc3NC(=O)Cc3ccccc3)CC2)cn1,-2%,-3,1%,-19,-0.9%,-2,28%,12,5%,nt,nt
CCN1CCSc2ccc(C(=O)Nc3ccc(NC(C)=O)cc3)cc21,-2%,-7,-8%,-4,0.0%,3,2%,-16,1%,?,1
COc1cccc(C(=O)COC(=O)C(C)N2C(=O)C3C4C=CC(C4)C3C2=O)c1 (stereo not given),1%,10,11%,nt,0.0%,-4,-3%,-3,5%,-12%,5
O=C(O)c1ccc2c(c1)C(=O)N(c1nccs1)C2=O,-3%,-5,2%,7,-0.4%,-1,8%,-12,-6%,nt,2
COc1ccc(-c2cn3c(C)c(C(=O)Nc4cc(NC(C)=O)ccc4OC)sc3n2)cc1,2%,4,-3%,-8,2.2%,-4,8%,-4,5%,2%,1
Cn1c(Cn2c(=O)sc3ccccc32)nnc1SCC(=O)N1CCCc2ccccc21,0%,3,11%,4,-0.5%,1,-4%,-2,-2%,-9%,-1
Cc1ccc(C(=O)CCC(=O)Nc2ccc(C)cn2)cc1,nt,9,nt,21,0.8%,1,nt,-8,0%,nt,nt
COc1cc(O)c(C(CC(=O)N2CCCC(C)C2)c2ccc(N(C)C)cc2)c(OC)c1 (stereo not given),-1%,10,-1%,-3,-0.1%,9,-9%,-14,4%,nt,-4
CCc1c(C)sc(NC(=S)N2CCN(C(=O)C3CCCO3)CC2)c1C(=O)OC (stereo not given),-6%,4,nt,-21,0.0%,9,0%,-1,-5%,nt,nt
Cc1cc(C(=O)NC(C)CCC(C)C)c2ccccc2n1 (stereo not given),4%,15,2%,3,-0.4%,0,-4%,nt,-1%,7%,4
Cc1c(C#N)c(NC(=O)CCl)n(Cc2ccccc2)c1C,5%,-1,0%,-2,0.0%,-2,2%,-14,0%,-1%,0
O=S(=O)(c1ccccc1)c1cnc(-c2ccccc2)nc1N1CCCC1,-1%,-8,1%,-21,-0.5%,7,-2%,2,1%,15%,3
CSc1nnc(SCC(=O)NC(=O)c2ccccc2)s1,nt,12,nt,7,0.3%,5,nt,-42,1%,nt,nt
CCn1c(SCC(=O)OC2CCCCC2)nnc1-c1ccncc1,0%,-20,-1%,-1,0.4%,-1,8%,-6,-6%,-6%,-16
Nc1cc(=O)[nH]c(SCCSc2ccccc2)n1,-3%,12,10%,14,0.1%,-3,3%,5,2%,7%,2
CCC(c1nnnn1CS(=O)(=O)c1ccc(C)cc1)N1CCC(C(N)=O)CC1 (stereo not given),1%,29,1%,-11,-0.6%,-7,57%[activator],9,-1%,-17%,0
COc1ccc(CNCc2cccc(C)c2)cc1,5%,7,25%,12,4.6%,2,0%,6,1%,-15%,2
O=C1NC(c2ccncc2)Nc2ccccc21 (stereo not given),0%,-14,-6%,-19,-0.2%,-2,-1%,2,2%,0%,-1
COc1ccc(-c2cc(=O)oc3c(O)c(O)ccc23)cc1,0%,14,nt,-3,0.0%,1,0%,4,3%,3%,-12
COc1ccc(/C(C)=N/NC(=S)Nc2cc(C)ccc2C)cc1,-4%,1,-3%,2,?,0,-6%,-27,10%,-16%,-2
CC(Cc1cccs1)NC(=S)Nc1ccccc1 (stereo not given),1%,2,0%,nt,0.1%,?,-5%,-2,2%,11%,-3
C=CCOC(=O)C1=C(C)NC(SCC)=C(C#N)C1c1ccc(Cl)cc1 (stereo not given),2%,-6,-3%,-30,-0.2%,?,-3%,-9,-8%,?,-2
COc1cccc2sc(N(CCN(C)C)C(=O)c3ccc4c(c3)CCCC4)nc12,1%,-8,-1%,nt,-0.1%,13,-2%,25,2%,-24%,0
CCCN(CCC)C(=O)C[n+]1cccc(/C=N/O)c1,1%,-15,8%,-2,-0.6%,1,-6%,-7,4%,-2%,1
O=C(NC1CC2CCCC(C1)N2Cc1cccs1)c1ccc([N+](=O)[O-])cc1 (stereo not given),10%,nt,-6%,nt,-0.1%,-2,8%,nt,-1%,-5%,1
Cc1ccc(C)c(NC(=O)c2cccc(Oc3ccc([N+](=O)[O-])cc3Cl)c2)c1,1%,15,7%,-16,0.8%,2,0%,-12,1%,7%,2
COCCN(CC(=O)NCc1ccc(F)cc1)C(=O)CCC(=O)Nc1ccccn1,6%,3,-4%,5,-0.2%,-1,5%,-1,3%,0%,1
CCCCCC(=O)Nc1ccc(C2C(=O)c3ccccc3C2=O)cc1,0%,-7,nt,8,0.3%,-2,16%,-25,7%,?,16
Cc1cc(=O)oc2c(CN(C)Cc3ccccc3)c(O)ccc12,-1%,-15,-11%,12,0.4%,-2,-7%,19,0%,-3%,-6
O=C(NCCO)/C(=C/c1ccc(Br)cc1)NC(=O)c1cccs1,0%,-11,3%,4,-2.1%,-1,2%,2,1%,-7%,4
Nc1nc2cc(S(=O)(=O)NC3=NCCCCC3)ccc2s1,-2%,-3,9%,-2,0.3%,-2,-2%,-1,2%,nt,3
Cc1ccc2nc(N/N=C\c3ccc([N+](=O)[O-])o3)nc(-c3ccccc3)c2c1,3%,-99*,-1%,-97*,0.3%,27,-8%,-44,2%,2%,5
COc1ccc(-n2nc([N+](=O)[O-])c(=NC3CCN(Cc4ccccc4)CC3)n2O)cc1,-1%,-82*,-1%,nt,-0.1%,0,10%,-29,0%,-5%,2
C[n+]1ccc(/C=C/c2ccccc2O)c2ccccc21,9%,32[activator],-40%,30,3.4%,-5,29%,9,1%,-2%,-11
CCOC(=O)c1c(N)nn(C(C)=O)c1-c1ccccc1,3%,3,1%,-73*,-0.2%,-1,5%,-8,0%,6%,3
COc1ccc(NC(=O)CN(C)C(=O)CCC(=O)c2ccc(C)cc2)cc1,nt,10,nt,6,0.2%,1,nt,0,-2%,nt,nt
CC1CN(C2=NC(=O)/C(=C/c3ccncc3)S2)CC(C)O1 (stereo not given),4%,8,-1%,0,-0.5%,-4,-12%,-15,1%,nt,-2
CC(=O)N1N=C(N)SC12CCCC2,-1%,4,0%,-4,-0.2%,1,-3%,3,12%,4%,0
O=C(Cn1cccc1C(=O)c1ccccc1)NCCN1CCCCCC1,1%,6,2%,7,-1.1%,1,1%,37,4%,-13%,2
COc1ccc(CCNS(=O)(=O)c2ccc(S(=O)(=O)N3CCCC3)cc2)cc1OC,2%,-17,3%,-19,-0.3%,2,9%,-17,3%,6%,0
O=C(NCCc1ccc(Cl)cc1)c1n[nH]c2ccccc12,0%,4,0%,-8,0.2%,?,-1%,nt,5%,?,0
CC(NC(=O)c1ccc([N+](=O)[O-])cc1[N+](=O)[O-])c1ccc(-c2ccccc2)cc1 (stereo not given),1%,14,0%,-18,-2.7%,6,-3%,2,-2%,?,1
CC1=CC(C)(C)Nc2ccc(OS(=O)(=O)c3ccc(C)cc3)cc21,2%,5,13%,-6,0.2%,12,4%,-15,1%,11%,-9
O=C(Nc1ccnn1C1CCN(C2CCC2)CC1)c1ccccc1Cl,6%,-3,-4%,-19,0.6%,0,-1%,-10,2%,-7%,-2
COC(=O)c1cccc([N+](=O)[O-])c1CS(=O)(=O)c1ccc(C)cc1,-3%,-7,9%,-5,-0.8%,3,-15%,5,3%,16%,-4
CCn1c(SCc2ccccc2)nnc1-c1ccc(S(=O)(=O)N2CCCCC2)cc1,3%,-2,-1%,-3,-0.5%,25,0%,10,1%,-17%,-1
O=C(OCc1c(-c2ccccc2)ncc2ccccc12)c1ccc(F)cc1,nt,-17,nt,-4,-0.1%,nt,nt,5,0%,nt,nt
O=C(NCCN1CCOCC1)c1cc(-c2ccc(Cl)c(Cl)c2)on1,1%,-15,3%,18,0.0%,11,-1%,4,0%,-9%,0
CCn1ncc(CN2CCC(C(=O)Nc3cccc(-c4cccc(F)c4)c3)CC2)c1C,2%,10,nt,-97*,0.0%,0,0%,-117*,-1%,nt,nt

# An excerpt. The share of hits here may be higher or lower than overall.
